# D3 antag: qHTS of D3 Dopamine Receptor Antagonist: qHTS | D3R cells, DiscoveRx beta-arrestin luminescence, antagonist mode; stronger effect = lower value | max response, negative = inhibition, % | 360,000 compounds, 2.5% hits; in the data active means max response below about -50%; inconclusive means no clear call, values can overlap the other calls; further: on the % scale 0 is the no-effect control and ±100 the full control effect; mostly tested at two doses, the higher about 12 µM
# Target sequence (P35462 whole entry, looked up): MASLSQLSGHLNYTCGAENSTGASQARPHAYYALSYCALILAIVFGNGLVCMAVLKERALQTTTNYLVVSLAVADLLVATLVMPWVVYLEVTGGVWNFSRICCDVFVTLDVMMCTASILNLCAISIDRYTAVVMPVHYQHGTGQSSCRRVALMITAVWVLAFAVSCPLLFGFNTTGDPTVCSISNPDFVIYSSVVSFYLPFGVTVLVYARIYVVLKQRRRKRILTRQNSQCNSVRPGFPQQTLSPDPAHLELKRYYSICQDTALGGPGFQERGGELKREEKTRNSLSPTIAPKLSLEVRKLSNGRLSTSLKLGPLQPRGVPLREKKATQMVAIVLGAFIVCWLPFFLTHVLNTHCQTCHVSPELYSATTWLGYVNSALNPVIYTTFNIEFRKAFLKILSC
#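 Cells expressing the human receptor were seeded at 1500 cells/well, incubated overnight at 37 degrees C in 5% CO2, then exposed to library compounds with dopamine controls for 90 minutes at 37 degrees C before luminescent detection.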
# Akt phos inh: HTS Assay for Inhibitors of Akt Phophorylation: Primary Screen; Neuro2A IGF-stimulated pAkt S473 HTRF, 20 min; stronger effect = lower value; activity change, % for hits at 50 µM; 360,000 compounds, 0.32% hits; AID 651550, 2012; in the data active means activity change below about -80%; inconclusive means mostly about -51% to -80%; further: on the % scale 0 is the no-effect control and ±100 the full control effect
#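 Neuro2A cells (4,500/well, DMEM with 0.5% FBS) were treated with compound at a single 50 µM final concentration, stimulated with 6 nM IGF for 20 min at 37 °C, and lysed. Phospho-Akt Ser473 was read by HTRF as 665/615 ratio ×10^4.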
# EPAC2 antag: qHTS for Antagonist of cAMP-regulated guanine nucleotide exchange factor 2 (EPAC2): primary screen; Potency, µM (titrated, usually from 114 µM), without a hit: at the highest dose activity, negative = inhibition, hits mostly inhibitors; 360,000 compounds, 0.18% hits; EPAC2 GEF exchange of Rap1B-BODIPY-GDP, fluorescence; further: potency means the concentration at half of the fitted maximal effect; on the % scale 0 is the no-effect control and ±100 the full control effect; nearly all actives have a fitted effect of over 45% in size; many of its hits are not listed in these tables
# MmCpn inh: Inhibitors of TCP-1 ring complex (TRiC) of Methanococcus maripaludis (MmCpn): qHTS; purified Mm-Cpn ATPase, ADP Transcreener TR-FRET; Potency, µM (doses to about 76.9 µM), without a hit: at the highest dose activity, negative = inhibition, most hits filed as inhibitors; 330,000 compounds, 0.031% hits; Chaperonin Mm-Cpn (Methanococcus maripaludis); further: potency means the concentration at half of the fitted maximal effect; on the % scale 0 is the no-effect control and ±100 the full control effect; nearly all actives have a fitted effect of over 80% in size
#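 Quantitative HTS used 25 nM Mm-CPN and 10 uM ATP in magnesium/KCl Tris buffer, pH 7.4, with 1 mM DTT. Hydrolysis ran 30 min at 37°C; ADP was read by HTRF.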
# PTHR1 agonist: qHTS for PTHR1 Agonists: Primary Screen. AID 743266, 2014. Potency, µM (highest dose often 115 µM), for inactives: at the top dose activation, usual class: activators. HEK293 GP2 PTHR1 cells, GloSensor cAMP luminescence, 1 h. 410,000 compounds, 0.075% hits; further: potency means the concentration at half of the fitted maximal effect; nearly all actives have a fitted effect of over 55% in size; some results filed as inactive show a strong effect at the top dose; inactives centre near -15; many of its hits are not listed in these tables
# Target sequence (Q03431 whole entry, looked up): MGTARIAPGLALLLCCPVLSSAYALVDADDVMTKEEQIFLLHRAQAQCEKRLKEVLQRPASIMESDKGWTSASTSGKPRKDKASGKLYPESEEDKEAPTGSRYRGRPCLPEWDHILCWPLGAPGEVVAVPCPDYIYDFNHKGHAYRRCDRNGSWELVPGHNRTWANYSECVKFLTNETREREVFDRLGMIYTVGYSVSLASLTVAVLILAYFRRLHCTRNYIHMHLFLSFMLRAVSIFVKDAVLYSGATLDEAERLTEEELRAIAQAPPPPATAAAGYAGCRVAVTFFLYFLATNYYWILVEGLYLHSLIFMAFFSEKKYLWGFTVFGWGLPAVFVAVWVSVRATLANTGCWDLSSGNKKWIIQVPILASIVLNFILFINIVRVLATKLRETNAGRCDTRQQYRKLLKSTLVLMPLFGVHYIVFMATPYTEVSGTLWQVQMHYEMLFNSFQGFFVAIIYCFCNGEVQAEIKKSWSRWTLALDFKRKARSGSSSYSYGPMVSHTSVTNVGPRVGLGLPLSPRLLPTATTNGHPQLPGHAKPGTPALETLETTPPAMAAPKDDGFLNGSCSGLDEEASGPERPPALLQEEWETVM
#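 HEK-293-derived GP2 cells expressing PTHR1 and a GloSensor cAMP reporter, 3,000/well, plated overnight, given luciferin plus IBMX (each 0.5 mM as added) for 1 h at 37 °C, then compound for 1 h at 37 °C. Luminescence was read after 15 min at room temperature.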
# EPAC2 ag: qHTS for Agonist of cAMP-regulated guanine nucleotide exchange factor 4 (EPAC2): primary screen | Potency, µM (highest dose often 154 µM), inactives show at the top dose activation, usual class: activators | AID 720711, 2013 | Rap guanine nucleotide exchange factor 4 (Homo sapiens), Q8WZA2 | 360,000 compounds, 0.079% hits | EPAC2 activation, biochemical qHTS; response scale: 100% = 6.5 mM cAMP response; further: potency means the concentration at half of the fitted maximal effect; nearly all actives have a fitted effect of over 50% in size
#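 Readout is BODIPY fluorescence (480 nm excitation, 540 nm emission), which falls as labeled GDP is exchanged off Rap1B. EPAC2 at 100 nM acted on 250 nM RAP1B-BODIPY-GDP with 50 uM GDP present.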
# D3 ag: qHTS of D3 Dopamine Receptor Agonist: qHTS; D(3) dopamine receptor (Homo sapiens), P35462; D3R DiscoveRx beta-arrestin cells, luminescence, 90 min; AID 652048, 2013; 410,000 compounds, 0.58% hits; max activation, %; in the data active means max activation above about 30%; further: 0% is about no effect; mostly tested at two doses, the higher about 12 µM
#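 Agonist mode: compounds and dopamine controls were applied to plated cells for 90 min at 37 degrees C after an overnight attachment at 1500 cells/well. Luminescent read-out followed 30 - 60 minutes at room temperature with DiscoveRx detection reagent.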
# CCT modulator: High-Throughput Screening for Modulators of Cytosolic Chaperonin Activity; purified chaperonin ATPase assay, HTRF ADP detection, 30 min; activity change, % (concentration not given with the values), hits read low; 360,000 compounds, 0.3% hits; in the data active means activity change below about -30%; further: on the % scale 0 is the no-effect control and ±100 the full control effect
#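 Enzyme 40 or 20 nM (batch-dependent) in Tris pH 7.4/KCl/MgCl2/DTT; cpd 76 uM single point; ATP 10 uM; 30 min 37 °C; Transcreener ADP HTRF detection, 30 min RT; ratio 665/615.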
# Numbers without * were called inactive; i = inactive; ? = inconclusive; nt = no result given; [ ] = another dose, or the depositor's remark. Unless noted, the call rests on the fitted dose curve; in most records, active means well fitted curve in the direction sought with a large enough effect; inconclusive means small, poorly fitted or top-dose-only effect, or another doubt; inactive means no such curve, though single readings can be large; an effect the other way counts as inactive or inconclusive. Some of the compounds tested, so the mix of outcomes need not match the whole.
SMILES,D3 antag,Akt phos inh,EPAC2 antag,MmCpn inh,PTHR1 agonist,EPAC2 ag,D3 ag,CCT modulator
O=C(O)CS(=O)CC(=O)NCc1cccc(C(F)(F)F)c1 (stereo not drawn),-27,i,13%,-1%,i,3%,4,-1.9
COCC(=O)Nc1nc(-c2ccccc2)ns1,8,i,0%,-4%,-32%[inhibitor],4%,-4,0.2
Cc1noc(C)c1COc1cccc(C(=O)N2CCN(C/C=C/c3ccccc3)CC2)c1,-23,i,-1%,?,-35%,3%,16,-1.9
O=C1c2ccccc2CC1Sc1nnc(-c2ccccn2)o1 (stereo not drawn),0,i,-1%,1%,-24%,13%,0,-1.9
Fc1cnc(Cl)nc1N1CCN(c2ccccc2)CC1,-14,i,1%,?,-13%,11%,10,-2.1
Cc1ccc(CSC2=NCCN2C(=O)C2CC2)cc1,9,i,6%,0%,-6%,-14%,1,-0.3
CC1CCCC/C1=N\NC(=S)Nc1ccccc1 (stereo not drawn),2,i,-14%,-3%,-2%,4%,2,0.9
CCN(CC)S(=O)(=O)c1ccc(/C(O)=C(\C#N)c2nc3ccccc3n2C)cc1,1,i,-2%,1%,-16%[57.5 µM],-3%,-3,-0.7
O=C(CSc1nnc(-c2n[nH]c3ccccc23)n1-c1ccccc1)Nc1cccc(Cl)c1,23,i,22%,-7%,-38%[inhibitor],-12%,-1,-1.3
C=CCc1cc(C)ccc1OCCOCCN1CCN(C)CC1,-16,i,6%,-3%,i,3%,-15,0.8
COc1cccc(N2CCN(CC(=O)Nc3ccnn3C3CCCC3)CC2)c1,2,i,-6%,-1%,-37%[inhibitor],10%,0,-5.6
COc1ccc(Cl)cc1S(=O)(=O)n1ccnc1C(C)C,5,i,-5%,-18%,i,7%,-7,-1.3
COc1ccc(Cn2c(=O)sc3ccccc3c2=O)cc1,-11,i,-13%,1%,i,9%,1,-0.2
COCc1ccc(C(=O)N2CCN(CC(=O)N3CCCC3)CC2)cc1,-3,i,0%,0%,-1%,2%,4,-2.4
Cc1csc2c(=O)sc(NC(=O)c3ccc(F)cc3Cl)nc12,-6,i,4%,-10%,i,4%,5,-4.7
Cc1ccc(NC2CCCN(C(=O)CN3C(=O)CSC3=O)C2)cc1C (stereo not drawn),12,i,6%,3%,-3%,2%,4,-0.3
O=C(O)/C=C/C(=O)NNC(=O)c1ccccc1Br,7,i,-2%,-2%,-1%[57.5 µM],0%,-3,-2.7
Cc1cc2oc(=O)cc(CN3CCN(S(=O)(=O)c4cccs4)CC3)c2cc1C(C)C,34,i,2%,3%,-24%,4%,22,-1.9
CSc1ncc(Cl)c(C(=O)NCc2cccnc2)n1,-9,i,11%,4%,i,2%,-1,1.1
COc1ccc(S(=O)(=O)NCc2ccc3c(c2)OCO3)cc1OC,9,i,-3%,3%,-13%,4%,2,1.4
O=C(Nc1ccc(NC(=O)C2CC2)nc1)c1ccncc1,2,i,-2%,3%,i,2%,-1,-1.6
COc1ccc(OC)c(CN2CCN(C(=O)c3cccs3)CC2)c1,-26,i,-6%[57.1 µM],-6%,-20%[57.5 µM],11%,14,-2.6
CCC(=O)Nc1ccc2c(c1)ncn2-c1ccccc1C,-9,i,0%,1%,i,-4%,4,0.9
Cc1oc2ccc(OCc3ccc(F)cc3Cl)cc2c1C(=O)O,-14,i,-1%,3%,?,9%,0,1.2
COc1cc(/C=N/N2CCN(C3c4ccccc4-c4ccccc43)CC2)ccc1O,18,i,-2%,1%,i,13%,-1,-5.0

# Structures from the list above that contain a COOH group:
SMILES,D3 antag,Akt phos inh,EPAC2 antag,MmCpn inh,PTHR1 agonist,EPAC2 ag,D3 ag,CCT modulator
O=C(O)CS(=O)CC(=O)NCc1cccc(C(F)(F)F)c1 (stereo not drawn),-27,i,13%,-1%,i,3%,4,-1.9
O=C(O)/C=C/C(=O)NNC(=O)c1ccccc1Br,7,i,-2%,-2%,-1%[57.5 µM],0%,-3,-2.7
Cc1oc2ccc(OCc3ccc(F)cc3Cl)cc2c1C(=O)O,-14,i,-1%,3%,?,9%,0,1.2

# Remaining list, next part
SMILES,D3 antag,Akt phos inh,EPAC2 antag,MmCpn inh,PTHR1 agonist,EPAC2 ag,D3 ag,CCT modulator
Cc1[nH]c2ccc(F)cc2c(=O)c1SC(F)(F)C(F)C(F)(F)F (stereo not drawn),4,i,4%,-10%,-34%[inhibitor],-7%,7,-7.5
CN=c1sc2ccccc2n1CC(O)COc1ccccc1 (stereo not drawn),5,i,-18%,0%,-2%,1%,0,-1.3
CCNCc1cc2cc(C)ccc2[nH]c1=O,-18,i,12%,2%,19%,2%,-21,2.7
O=C(COC(=O)c1cccc(Br)c1)NCCc1ccc(F)cc1,2,i,-8%,-8%,?,4%,-9,0.2
CCCc1nnc(NC(=O)CCC(=O)NC2CCCCC2)s1,4,i,-3%,-2%,i,10%,5,0.2
Cc1ccc(Oc2nn[nH]n2)cc1,-14,i,0%,2%,i,6%,-2,-3.3
CCCn1c2ccc(C)cc2c2n[nH]c(=S)nc21,-28,i,2%,1%,i,9%,0,0.8
C[C@]1(OC(=O)/C=C/c2ccccc2)C[C@@H](O)[C@]2(O)C=CO[C@@H](O[C@@H]3O[C@H](CO)[C@@H](O)[C@H](O)[C@H]3O)[C@@H]21,27,i,6%,-1%,i,-1%,10,2.8
Cc1ccc[n+](CC(=O)c2ccc(Br)cc2)c1,-10,i,-1%,1%,7%,13%,-8,0.0
FC(F)(F)c1cccc(NC(=S)NC(c2ccccc2)c2ccccc2)c1,0,i,-20%,-1%,-26%,14%,-28,-6.3
COc1ccc2[nH]c3c(c2c1)CCN1C(=O)C(CC(=O)NCc2ccco2)C[C@H](C(=O)N2CCCCC2)[C@@]31C (stereo partly drawn),3,i,4%,2%,i,1%,-8,0.5
O=C(CSc1cccc[n+]1[O-])NCC1CCCCC1,14,i,5%,0%,3%,4%,3,0.7
CCCn1cc(C(=O)OCC)c(=O)c2cc(F)c(F)cc21,1,i,10%,0%,i,5%,-2,0.0
O=C(Cn1cc(S(=O)(=O)Cc2cccc(F)c2)c2ccccc21)N1CCOCC1,7,i,-2%,-3%,i,7%,3,-1.1
CC(C)C(=O)Nc1nnc(SCC(=O)N2c3ccccc3CC2C)s1 (stereo not drawn),17,i,-5%,2%,i,6%,0,-2.0
COc1ccc(Cl)cc1CC1(C)C(=O)Nc2ccc(-c3ccccc3OC)cc21 (stereo not drawn),-9,i,-8%,nt,-39%[inhibitor],20%,12,2.2
CC1CCN(C(=O)C2Cc3ccccc3CN2S(=O)(=O)c2ccc(F)cc2)CC1 (stereo not drawn),8,i,1%,0%,-14%[57.5 µM],12%,1,-2.1
Cc1ccc2[nH]c(C)c(CCN(Cc3cccnc3)C(=S)NC(C)(C)C)c2c1,-9,i,-13%,-3%,-1%,13%,-32,0.8
CNc1nc(-c2ccccc2)[n+](-c2ccc(C)cc2)s1,-5,i,2%,3%,i,10%,-10,1.0
CC(=O)NC(NC(=S)Nc1ccc(S(N)(=O)=O)cc1)C(Cl)(Cl)Cl (stereo not drawn),-27,i,1%,-2%,?,6%,-9,-3.4
O=C(NC(NC(=S)Nc1ccccc1C(=O)O)C(Cl)(Cl)Cl)c1ccco1 (stereo not drawn),?,i,-11%,-3%,11%,2%,2,-0.6
CCOc1ccc(N(CC(=O)NC2CCCC2)S(=O)(=O)c2c(C)[nH]c(=O)[nH]c2=O)cc1,0,i,-3%,3%,-4%,3%,1,-2.4
CCN1CCN(C(c2ccccn2)c2c(NC(=O)c3ccccc3)sc(C)c2C)CC1 (stereo not drawn),-22,i,-4%,-12%,i,2%,-12,-0.9
CC(C)OC(=O)N(C)C[C@H]1OCc2cn(nn2)CCCC(=O)N([C@H](C)CO)C[C@@H]1C,-26,i,11%,nt,-18%,14%,1,0.1
C/C(=N\NC(=O)c1ccco1)c1cc2ccccc2o1,-4,i,6%,0%,i,-4%,10,-0.5
SMILES,D3 antag,Akt phos inh,EPAC2 antag,MmCpn inh,PTHR1 agonist,EPAC2 ag,D3 ag,CCT modulator
CC(C)C[C@H](NC(=O)OC(C)(C)C)c1nnc(SCc2ccccc2)o1,-27,i,-8%,-4%,-5%[57.5 µM],11%,-7,-4.1
C=CCOC(=O)/C(=C/c1cccnc1)NC(=O)c1ccccc1,0,i,1%,0%,i,8%,7,-1.7
CN(C)c1ccnc(Oc2ccccc2)c1C#N,13,i,13%,-2%,-24%[57.5 µM],8%,-2,0.6
CCOC(=O)[C@]12CCC=C1N(Cc1ccc(Cl)cc1Cl)C(=O)[C@H](CC(=O)NCc1ccc(C)o1)C2,0,i,-15%,nt,-16%,12%,-9,-0.4
CCc1noc(C)c1C(=O)N1CCN(S(=O)(=O)c2cccc(C(F)(F)F)c2)CC1,9,i,11%,0%,i,-7%,2,-4.1
NC(=O)[C@@H]1CCCCNc2c(F)cc([N+](=O)[O-])cc2C(=O)N[C@@H](CC(=O)O)C(=O)NCC(=O)N1,0,i,-11%,-1%,-6%,5%,0,1.7
CCCNC(=O)C1CC(=O)N(c2ccc(OCc3ccccc3)cc2)C1 (stereo not drawn),0,i,-5%,nt,-3%,6%,0,0.8
CC(=O)N(C)c1ccc(OCC(O)COc2ccc(N(C)C(C)=O)cc2)cc1,12,i,-1%,2%,-47%[inhibitor],-3%,1,2.6
Oc1ccc(CN2CCCCC2)c2cccnc12,?,i,8%,0%,i,5%,-32,-3.2
O=C(COC(=O)Cc1ccc(Cl)cc1Cl)NCc1ccccc1,-23,i,14%,nt,i,7%,-5,-1.7
O=C(CSc1cccc(C(F)(F)F)c1)Nc1cc(S(=O)(=O)N2CCCC2)ccc1Cl,13,i,-4%,1%,i,-8%,-9,-1.6
CCC(CC)C(C(=O)NCc1ccccc1)N1CCN(C(=O)C2CCCO2)CC1 (stereo not drawn),-17,i,3%,nt,i,1%,-8,nt
COc1cc(C(=O)NC2CCCC2)c(Br)c(OC)c1OC,3,i,3%,-6%,i,4%,3,0.7

# Screening data (PubChem)
